# BL2 CD40 inh = CD40 pathway inhibition in BL2 cells; actives 0.94% (n = 83,000); inhibition, % at 10 µM; BL2 NF-kB luciferase reporter, CD40L-induced, 4 h;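 active = mean inhibition of at least 50% with a set share of replicates also reaching that level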;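 note: 0% = neutral control wells and 100% = IKK inhibitor VII at 50 µM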
# Numbers without * were called inactive; [ ] = another dose, or the depositor's remark. An excerpt. The share of hits here may be higher or lower than overall.
SMILES,BL2 CD40 inh
COc1ccc(C2CC(=O)Nc3ccccc3S2(=O)=O)cc1OC (stereo not drawn),-5
CCc1nc(C)ccc1OCC(=O)O,8
O=C(COC(=O)c1ccc(O)cc1)Nc1ccccc1[N+](=O)[O-],-13
Cc1ccc(CNC(=O)C2CCCN(S(=O)(=O)c3c(C)n[nH]c3C)C2)cc1 (stereo not drawn),10
Cc1cc(OCCN2CCOCC2)nc2ccccc12,0
C[C@@H]1CCCCO[C@@H](CN(C)C(=O)CCC(F)(F)F)[C@H](C)CN([C@@H](C)CO)C(=O)c2cc(NC(=O)C3CCCCC3)ccc2O1,1[25 µM]
O=C(COC(=O)c1cc[n+]([O-])cc1)Nc1ccc(Cl)cc1C(F)(F)F,-1
CC1(C(=O)O)CCCN1C(=O)c1ccccc1OC(F)(F)F (stereo not drawn),1
C=CCNC(=O)C(=O)NCC1CCCN1S(=O)(=O)c1cccs1 (stereo not drawn),2
C[C@H]1CN([C@@H](C)CO)C(=O)CCCn2cc(nn2)CO[C@@H]1CN(C)S(=O)(=O)c1cccs1,-10[25 µM]
Cc1ccc(C)c(S(=O)(=O)N2CCN(C(=O)CNC(=O)c3ccc4ccccc4c3)CC2)c1,2
COc1cc(NC(=O)c2cc(-c3ccc(F)cc3OC(C)C)n[nH]2)cc(OC)c1OC,-4
Cc1ccn2c(=O)nc(SCC(=O)NCCc3ccccc3)nc2c1,4
Cc1ccc(NC(=O)C2CC(=O)N(c3ccc4c(c3)OCCO4)C2)cc1S(=O)(=O)N1CCCCCC1 (stereo not drawn),-1
CN(C)CCCNC(=O)[C@H]1[C@H](CO)[C@H]2Cn3c(ccc(-c4cccnc4)c3=O)[C@@H]1N2C(=O)CC1CC1,-13[25 µM]
O=C(CC(O)c1ccncc1)c1ccccc1O (stereo not drawn),-5
O=C(NCCOc1ccc(F)cc1)C1CCN(S(=O)(=O)c2ccccc2)CC1,1
O=C(CNCc1ccco1)Nc1cccc(S(=O)(=O)N2CCCCC2)c1,2
CCOC(=O)Nc1c(C(=O)OC)[nH]c2cc(OC)ccc12,22
Cc1nonc1CN(C)C(=O)c1ccc(OC2CCN(C(=O)c3cccnc3)CC2)cc1,9
CCn1nc(C)c(Br)c1-c1nc(CS(=O)(=O)c2ccsc2)no1,1
Cc1c(Cl)cccc1NC(=O)CNC(=O)CCCc1nc2ccccc2c(=O)[nH]1,-2
CC(CCc1ccccc1)NCC(O)c1cccc([N+](=O)[O-])c1 (stereo not drawn),0
COc1cc2[nH]c(=O)n(CCC(=O)NCCC(C)C)c(=O)c2cc1OC,12
CN(C)C(=O)c1ccc(-c2ccc([C@@H]3[C@H](CO)N4CCCCN(CC5CC5)C[C@@H]34)cc2)cc1,-21[25 µM]
COc1ccc(NC(=O)Nc2ccc3c(c2)C(=O)N([C@@H](C)CO)C[C@H](C)[C@H](CN(C)C(=O)Nc2ccc(F)cc2)OCCCC[C@@H](C)O3)cc1,-9
CCOC(=O)C1(Cc2cccc(OC)c2)CCN(Cc2ccc3c(c2)OCCO3)CC1,8
Cc1csc(SCCn2c(N3CCOCC3)nc3c2c(=O)[nH]c(=O)n3C)n1,12
CCS(=O)(=O)Nc1ccc2c(c1)C(=O)N(C)C[C@@H](OC)[C@@H](C)CN(C(=O)c1ccc3c(c1)OCO3)[C@H](C)CO2,0[25 µM]
COc1cc(C(=O)NCC(=O)NCCSc2ccc(Br)cc2)cc(OC)c1OC,6
Cc1cc2nc3c(=O)[nH]c(=O)nc-3n(C)c2cc1C=O,22[25 µM]
COc1cccc(C2=NOC(C(=O)N3CCc4ccccc4C3)C2)c1 (stereo not drawn),-13
Nc1cc(=O)[nH]c(SCC(=O)NC2CCCCCCC2)n1,3
COc1ccc2c3c(n(C)c2c1)[C@@H](CO)N(Cc1ccncc1)CC31CN(C(=O)Nc2cccc(F)c2)C1,6[25 µM]
CN(Cc1cc(Cl)cc(Cl)c1O)Cc1c(O)ccc2ccccc12,9
COc1cc2ccc(C(C)=O)cc2cc1OC,5
O=C(CCN1CCCCC1)NCC[C@H]1CC[C@@H](NC(=O)C2CCCCC2)[C@H](CO)O1,8
CC(C)c1cn(CC[C@H]2CC[C@H](NS(=O)(=O)c3ccc(F)cc3)[C@H](CO)O2)nn1,2[25 µM]
COc1ccc(N=C2SCC(=O)N2CCc2ccc(OC)c(OC)c2)cc1,19
CCCCS(=O)(=O)N1CCCC(C(=O)N2CCOCC2)C1 (stereo not drawn),-6
CO[C@@H]1CN(C)C(=O)c2cc(NC(=O)Nc3cc(F)ccc3F)ccc2OC[C@@H](C)NC[C@H]1C,-14[25 µM]
CCN(CC(=O)NCc1cccs1)c1ccc(S(=O)(=O)N2CCN(C)CC2)cn1,6
O=C(CN1CCOCC1)N[C@@H]1CC[C@H](CCn2cc(C3CC3)nn2)O[C@H]1CO,-4[25 µM]
CCCC#Cc1cnc2c(c1)C(=O)N([C@H](C)CO)C[C@H](C)[C@@H](CN(C)C(=O)Nc1cc(F)ccc1F)O2,7[25 µM]
CC(C)Oc1ccc(N2CC(C(=O)Nc3ccccc3C(=O)NC3CC3)CC2=O)cc1 (stereo not drawn),-22
O=C(COc1ccccc1C(=O)NCc1ccncc1)Nc1ccc(Br)cc1,-17
Cc1ccc(Cn2c(N3CCCCCC3)nc3c2c(=O)[nH]c(=O)n3C)cc1,4
Cc1ccccc1-c1ccc([C@@H]2[C@H](CO)N3CCCCN(C(=O)Nc4cccc(F)c4)C[C@@H]23)cc1,-3[25 µM]
CCC1(CC)NC(=O)N(CC(=O)OCc2nc3cc(C(=O)OC)ccc3c(=O)[nH]2)C1=O,7
N#C[C@H]1[C@H](c2ccc(C#Cc3ccccc3F)cc2)[C@@H](CO)N1C(=O)C1CCCC1,56*

# The list goes on:
SMILES,BL2 CD40 inh
Cc1nc2ccc(C(=O)N3CCSCC3)cc2s1,-20
Cc1c(NC(=O)NCc2ccccc2)c(=O)n(-c2ccccc2)n1C,4
O=C(c1ccc(-c2nc3ccccc3s2)s1)N1CCOCC1,88*
c1cn(CC2(Cn3ccnc3)COC2)cn1,6
CC1=CC(C)(C)NC(=S)N1c1ccc(Cl)cc1,-1
CC(C)CC#Cc1ccc([C@@H]2[C@@H](CO)N3C(=O)CN(C(=O)NC4CCCC4)C[C@@H]23)cc1,4
C[C@H]1CN([C@@H](C)CO)C(=O)CCCn2cc(nn2)CO[C@H]1CN(C)S(=O)(=O)c1ccc(Oc2ccccc2)cc1,4
Cc1noc(C)c1NC(=O)N[C@H]1C=C[C@@H](CC(=O)Nc2ccc(-c3ccccc3)cc2)O[C@@H]1CO,-7[25 µM]
CCc1nc2ccc(C(=O)N3CCN(C(=O)c4ccco4)CC3)cn2c1N(C)C(=O)C1CCCCC1,8
NC(=O)COC(=O)CCCc1nc2ccccc2s1,1
CCCCOC(=O)Nc1nc(C)c(C(=O)OCC)s1,-58
Cc1ccc(C)n1CCN1CCN(C(=O)c2ccco2)CC1,9
Cc1cccc(C)c1OCC(=O)Nc1cccc(S(=O)(=O)N2CCCC2)c1,11
COc1ccc(NC(=O)Nc2ccc3c(c2)[C@@H]2C[C@@H](CC(=O)NC4CCCC4)O[C@@H](CO)[C@@H]2O3)cc1,3
CNC(=O)C[C@@H]1CC[C@H]2[C@H](COc3ccc(NC(=O)c4ccccc4F)cc3C(=O)N2C)O1,-9[25 µM]
CCCCCN(C(=O)CCC(=O)OCC(=O)N(CC#N)c1ccccc1)c1c(N)n(CCCC)c(=O)[nH]c1=O,-6
CCOC(=O)N1CCN(C(=O)c2cc(C)no2)CC1,-2
O=S(=O)(c1cccc(-c2nnc3n2CCCCC3)c1)N1CCCC1,1
CCCN1[C@@H]2c3ccc(-c4ccccc4)c(=O)n3C[C@@H]2[C@@H](CO)[C@@H]1C(=O)N(C)C,9[25 µM]
O=C(Cc1ncc(C(F)(F)F)cc1Cl)NCc1ccco1,3
CCCNC(=S)N1CCCC(c2nc3ccccc3[nH]2)C1 (stereo not drawn),10
CCSc1nnc(NC(=O)c2cccc(OCc3c(C)noc3C)c2)s1,-5
CCCCNC(=O)CCCN1C(=O)c2cccnc2Sc2ccccc21,1
CC1CCN(C(=O)/C(=C\c2cccs2)NC(=O)c2ccccc2)CC1,1
Cc1ccc(C(=O)NN=Cc2ccc3c(c2)OCO3)cc1,-112
CCCNC(=O)C[C@H]1C[C@@H]2c3cc(NC(=O)NC4CCCC4)ccc3O[C@@H]2[C@H](CO)O1,2
O=C(NCC1CCCO1)c1cccc(NS(=O)(=O)c2ccc(Br)cc2)c1 (stereo not drawn),1
CC(=O)c1cccc(NC(=O)Nc2cccs2)c1,-41
CC(=O)c1ccc(NC(=O)c2ccc(NC(=O)c3ccco3)cc2)cc1,11
CCOC(=O)c1c(C)noc1-c1ccc(Br)o1,6
CN(C)CCOC(=O)NC12CC3CC(CC(C3)C1)C2,3
COc1ccc(OC)c(C2=Nn3c(nnc3-c3cc(C)[nH]n3)SC2)c1,-3
O=C(COc1ccc(S(=O)(=O)N2CCCCC2)cc1)NCc1ccccn1,-1
CCCC(=O)Nc1ccc2c(c1)C(=O)N(C)C[C@@H](OC)[C@@H](C)CN(Cc1ccc(F)cc1)[C@H](C)CO2,2[25 µM]
Cc1ccc(S(=O)(=O)N(C)c2ccc(OCC(=O)OCC(=O)N(CC#N)c3ccccc3)cc2)cc1,3
CCCc1cc(=O)[nH]c2nnc(SCC(=O)Nc3nccs3)n12,17
O=C(Nc1cc(F)ccc1F)N[C@@H]1CC[C@@H](CCn2cc(C3CCCCC3)nn2)O[C@H]1CO,8[25 µM]
COCCn1c(SCC(=O)Nc2cc(C)on2)nc2c([nH]c3ccccc32)c1=O,7
O=C(CC1CC1)N1CC2(C1)[C@@H](c1ccccc1)[C@@H](CO)N2S(=O)(=O)Cc1ccccc1,-8[25 µM]
O=C(CN1c2ccccc2Sc2ccccc21)N/N=C/c1ccc(Cl)cc1,16
CC(=O)Nc1cc2c(cc1Cl)-c1ccccc1C2,-50
N#Cc1cccc(-c2ccc([C@H]3[C@H]4CN(S(=O)(=O)c5ccccc5)CCCCN4[C@H]3CO)cc2)c1,-12[25 µM]
N#Cc1nc(-c2ccccc2)oc1N1CCN(C(=O)c2ccco2)CC1,-8
COCC(=O)N1[C@@H]2CN(C(=O)Nc3cc(F)ccc3F)c3ccccc3[C@@H]2[C@@H]1CO,-14[25 µM]
O=S(=O)(c1ccccc1)N1CC2(C1)[C@@H](c1ccccc1)[C@@H](CO)N2CC1CCCC1,3
N#C[C@@H]1[C@H](c2ccc(-c3cccnc3)cc2)[C@H](CO)N1C(=O)C1CCOCC1,-7[25 µM]
COC(=O)C1=C(CSc2nccn2C)NC(=O)NC1c1cc(C)ccc1C (stereo not drawn),16
CN1C(=O)c2cc(NC(=O)C3CCOCC3)ccc2OC[C@H]2O[C@H](CC(=O)NCc3ccccc3F)CC[C@H]21,0[25 µM]
CCC(=O)N1CCCC1(C)C(=O)Nc1cccc(Oc2ccccc2)c1 (stereo not drawn),-5
NS(=O)(=O)c1ccc(CCNC(=O)c2ccc(NS(=O)(=O)c3ccc4[nH]c(=O)[nH]c4c3)cc2)cc1,-2

# Next part
SMILES,BL2 CD40 inh
CN1C(=O)c2cc(NC(=O)Nc3ccccc3F)ccc2OC[C@H]2O[C@H](CC(=O)NCCc3ccncc3)CC[C@H]21,-8[25 µM]
O=C(c1ccccc1F)N1C[C@H]2[C@@H](c3ccccc31)[C@H](CO)N2C(=O)Nc1ccccc1,1[25 µM]
O=C(c1ccc([N+](=O)[O-])s1)N1CCN(c2ncccn2)CC1,3
O=C(O)C1CN(c2ncccc2[N+](=O)[O-])C1,4
O=C(NNC(=O)C1CCN(c2ncccn2)CC1)c1ccc(Cl)cc1,3
CC(=O)c1ccccc1NC(=O)COC(=O)C1CCCN1S(=O)(=O)c1ccccc1F (stereo not drawn),9
C[C@@H]1CN([C@@H](C)CO)C(=O)CCCn2nncc2CO[C@@H]1CN(C)C(=O)NC1CCCCC1,1
Cc1ccc2c(c1)c1c3n2CCN(CCC(=O)O)C3CCC1 (stereo not drawn),-3
CN(CCc1ccccn1)C(=O)CCC1CCCN(C(=O)CN2CCCCCC2)C1 (stereo not drawn),9
O=C(Nc1ccc(F)cc1)c1ccc2c(c1)S(=O)(=O)N=C1CCCCCN12,2

# Structural class: those above containing an NH in an aromatic ring (16)
SMILES,BL2 CD40 inh
Cc1ccc(CNC(=O)C2CCCN(S(=O)(=O)c3c(C)n[nH]c3C)C2)cc1 (stereo not drawn),10
COc1cc(NC(=O)c2cc(-c3ccc(F)cc3OC(C)C)n[nH]2)cc(OC)c1OC,-4
CCOC(=O)Nc1c(C(=O)OC)[nH]c2cc(OC)ccc12,22
Cc1c(Cl)cccc1NC(=O)CNC(=O)CCCc1nc2ccccc2c(=O)[nH]1,-2
COc1cc2[nH]c(=O)n(CCC(=O)NCCC(C)C)c(=O)c2cc1OC,12
Cc1csc(SCCn2c(N3CCOCC3)nc3c2c(=O)[nH]c(=O)n3C)n1,12
Cc1cc2nc3c(=O)[nH]c(=O)nc-3n(C)c2cc1C=O,22[25 µM]
Nc1cc(=O)[nH]c(SCC(=O)NC2CCCCCCC2)n1,3
Cc1ccc(Cn2c(N3CCCCCC3)nc3c2c(=O)[nH]c(=O)n3C)cc1,4
CCC1(CC)NC(=O)N(CC(=O)OCc2nc3cc(C(=O)OC)ccc3c(=O)[nH]2)C1=O,7
CCCCCN(C(=O)CCC(=O)OCC(=O)N(CC#N)c1ccccc1)c1c(N)n(CCCC)c(=O)[nH]c1=O,-6
CCCNC(=S)N1CCCC(c2nc3ccccc3[nH]2)C1 (stereo not drawn),10
COc1ccc(OC)c(C2=Nn3c(nnc3-c3cc(C)[nH]n3)SC2)c1,-3
CCCc1cc(=O)[nH]c2nnc(SCC(=O)Nc3nccs3)n12,17
COCCn1c(SCC(=O)Nc2cc(C)on2)nc2c([nH]c3ccccc32)c1=O,7
NS(=O)(=O)c1ccc(CCNC(=O)c2ccc(NS(=O)(=O)c3ccc4[nH]c(=O)[nH]c4c3)cc2)cc1,-2
